Large T inhibition = TAg ATPase/helicase activity blockers – biochemical (AID 1903); SV40 large T antigen ATPase/helicase inhibition assay; higher % means a stronger effect; inhibition, % at 20 µM, or IC50 in µM where a hit was titrated; actives 0.39% (n = 310,000); in the data active = a potency from the dose series; note: strong numbers were not always called active
GPR55 antagonists = GPR55 antagonists blocking LPI-driven arrestin recruitment, primary screen, imaging, U2OS, beta-arrestin-GFP, LPI agonist (AID 2013) | U2OS GPR55 beta-arrestin-GFP translocation imaging, LPI antagonism; higher % means a stronger effect | one-dose inhibition, % at 10 µM; IC50 in µM for titrated hits | actives 0.13% (n = 290,000);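 active = spots per cell inhibited over 60%, with over 100 cells counted and total cytoplasm intensity under 500,000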;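 note: U2OS cells stably carrying GPR55 and arrestin-GFP stimulated by 5 µM LPI near EC80; imaged beta-arrestin-GFP aggregate spots per cell after agonist stimulation; plate controls were LPI-stimulated DMSO wells for no effect and DMSO wells without LPI for full effect; some results filed as inactive read as strong as hits; confirmed hits need IC50 under 10 µM and bright autofluorescent wells are also inconclusive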
HIV fusion peptide = inhibitors of HIV fusion peptide binding, primary screen, biochemical, uHTS, fluorescence dequenching (AID 1986) | cell-free peptide binding, fluorescence dequenching, 30 min; higher % means a stronger effect | inhibition, % at 20 µM, or IC50 in µM where a hit was titrated | actives 0.3% (n = 290,000); in the data active = inhibition mostly above about 52%, no sharp cut-off; inactive = mostly below about 76%; note: some results filed as inactive read as strong as hits
NOD2 inhibition = NOD2 signaling inhibitors, cell-based, luminescence, uHTS, HEK293 (AID 1566). HEK293 NOD2/NF-kB luciferase reporter, luminescence; higher % means a stronger effect. inhibition, % at 4 µM; hits with a dose series show EC50 in µM. actives 0.63% (n = 290,000); note: many of its hits are not listed in these tables
KOR beta-arrestin-1 = kappa opioid receptor blockers – cell-based, luminescence, uHTS (AID 1778); KOR beta-arrestin recruitment, luminescence, antagonist mode; higher % means a stronger effect; one-dose inhibition, % at 10 µM; IC50 in µM for titrated hits; actives 0.091% (n = 290,000); note: strong numbers were not always called active
GPR55 activation = selective activators of receptor GPR55 – imaging, U2OS cells, beta-arrestin-GFP redistribution, primary screen (AID 1961); U2OS GPR55 beta-arrestin-GFP redistribution imaging; higher % means a stronger effect; one-dose activation, % at 10 µM; EC50 in µM for titrated hits; actives 0.048% (n = 290,000);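 active = activation above 40% with more than 50 cells counted in the well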;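 note: U2OS osteosarcoma cells stably expressing GPR55 and beta-arrestin-GFP; plate controls were DMSO negative control for no effect and LPI positive control for full effect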
KOR beta-arrestin-2 = kappa opioid receptor activators – cell-based, luminescence, uHTS, primary screen (AID 1777). KOR beta-arrestin recruitment, luminescence; higher % means a stronger effect. actives 0.02% (n = 280,000). activation, % at 10 µM, or EC50 in µM where a hit was titrated; in the data active = activation above about 50%, passing the limit was not always enough; note: a part of the inactive calls stands beside numbers as strong as those of hits
Rac1 GTP hydrolysis = MgcRacGAP GTPase-activating activity inhibitors, confirmation, biochemical, ADP Hunter fluorescence; MgcRacGAP-stimulated Rac1 GTP hydrolysis, ADP Hunter fluorescence; higher % means a stronger effect; GST-tagged Rac1 F28L mutant substrate; one-dose inhibition, % at 30 µM; IC50 in µM for titrated hits; actives 0.6% (n = 340,000); AID 624330;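 active = first-screen hits whose inhibition reached a set limit at any dose in the follow-up dose series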;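 note: fluorescence reports GDP produced by GAP-driven GTP hydrolysis; strong numbers were not always called active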
NOD1 NF-kB reporter = inhibition of NOD1-driven NF-kB reporter – cell-based, luminescence, uHTS, primary screen (AID 1578); actives 1% (n = 290,000); NOD1-driven NF-kB luciferase reporter cells, luminescence; higher % means a stronger effect; inhibition, % at 4 µM, or EC50 in µM where a hit was titrated; in the data active = inhibition mostly above about 36%, no sharp cut-off; inactive = mostly below about 34%;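 note: HEK-293T reporter cells stimulated with the NOD1 agonist gamma-tri-DAP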
* marks the source's active call; other numbers are inactive results; / = not tested or not shown; [ ] = remark or other dose. Cut-off read from the data, not from the text of the source, unless noted: active = inhibition above about 50%; inactive = the rest. Only part of the results is shown; rates above refer to the full screens.

no.	SMILES	NOD2 inhibition	Large T inhibition	KOR beta-arrestin-1	GPR55 activation	NOD1 NF-kB reporter	KOR beta-arrestin-2	GPR55 antagonists	Rac1 GTP hydrolysis	HIV fusion peptide
1	Cn1c(=O)c2c(nc(SCC(=O)N3CCOCC3)n2C)n(C)c1=O	-8.1%	-0.2%	-21.7%	-0.2%	-27.2%	1.3%	3.3%	-15.4%	-1.3%
2	Cc1ccc(-c2cc(C(=O)N3CCN(C(=O)c4ccco4)CC3)[nH]n2)cc1C	7.4%	5.0%	-48.7%	0.2%	-8.6%	9.6%	-6.3%	3.7%	-0.2%
3	O=C(NNC(=O)c1ccc[nH]1)Nc1cc(Cl)cc(Cl)c1	2.1%	7.9%	7.3%	-0.1%	-11.1%	4.7%	15.8%	/	2.2%
4	Cc1ccc(NS(=O)(=O)c2ccc(-c3ccc(=O)[nH]n3)o2)cc1Cl	26.7%	13.2%	-10.8%	-0.2%	-20.7%	-2.4%	13.8%	7.9%	4.3%
5	COC(=O)CCC(=O)N1CCCC(CO)(Cc2ccccc2)C1 (stereo not drawn)	-81.9%	22.8%	-50.5%[20 µM]	0.2%	-55.9%	/	-7.5%	5.8%	0.4%
6	Cc1ccc(-c2nc3ccccc3n3nnnc23)cc1	-36.8%	9.8%	18.3%	-0.2%	-53.8%	-2.7%	7.7%	-5.4%	-0.6%
7	COc1ccc(CN(Cc2cc3ccc(C)cc3[nH]c2=O)Cc2nnnn2C2CCCC2)cc1	13.5%	8.7%	4.3%	0.2%	12.0%	27.8%	-3.5%	1.4%	-3.7%
8	COc1cc(C(=O)OCc2ccc([N+](=O)[O-])cc2)cc(OC)c1OC	4.1%	6.7%	0.5%	-0.1%	-32.0%	-4.9%	21.4%	1.6%	0.2%
9	CC(C)CCOc1ccc(NC(=O)C2OC3OC(C)(C)OC3C3OC(C)(C)OC23)cc1 (stereo not drawn)	-10.1%	8.0%	-5.3%	-0.1%	-1.3%	6.9%	-5.9%	3.9%	0.3%
10	O=C(Cn1ccc([N+](=O)[O-])n1)NCc1nc2ccccc2[nH]1	0.1%	9.8%	4.8%	-0.2%	-18.7%	-7.5%	9.4%	6.9%	1.6%
11	C/C(N=Nc1nc2ccccc2s1)=N\Nc1ccccc1O	-79.0%	7.6%	47.3%	-0.1%	-0.4%	2.4%	19.7%	8.9%	-4.0%
12	CC(c1ccccc1)N1CCn2c(nc3cc(NC(=O)c4cccs4)ccc32)C1 (stereo not drawn)	-6.1%	4.4%	/	0.2%	0.3%	/	14.2%	4.7%	2.2%
13	COc1ccc(C2=Nc3cc(C)ccc3OC2)cc1	-233.4%	22.3%	0.8%	-0.1%	-89.3%	2.1%	16.7%	2.3%	-3.0%
14	CCCCc1c(C)nn(-c2nnc3c4ccccc4n(CC)c3n2)c1C	29.4%	5.0%	-2.5%	0.0%	25.5%	-4.4%	-0.3%	8.6%	-0.9%
15	O=C(Nc1ccccc1N1CCOCC1)c1ccc(Cl)nc1	7.1%	12.3%	-16.0%	-0.2%	-5.7%	0.4%	-13.7%	-7.4%	-0.7%
16	Cc1ccccc1C(=O)NC(CC(C)C)C(=O)N1CCN(c2ccccc2)CC1 (stereo not drawn)	7.7%	12.9%	-0.3%	0.3%	-43.0%	-1.1%	9.9%	6.8%	-2.0%
17	CCCCn1c2ccc(F)cc2c2nnc(NN)nc21	9.8%	4.2%	4.6%	0.6%	-31.8%	-4.9%	0.4%	5.8%	-3.2%
18	Cc1ncsc1C(=O)O	-2.0%	17.0%	-35.9%	0.2%	-15.5%	2.4%	6.4%	7.7%	-0.4%
19	COc1cc(C2C(C#N)=C(N)Oc3c2oc(CO)cc3=O)ccc1OC(C)C (stereo not drawn)	6.4%	2.3%	-13.3%	0.2%	-7.2%	-3.2%	-5.0%	0.3%	-2.5%
20	COc1ccc(CN2CCN(C(=O)c3ccc4nc(N5CCOCC5)sc4c3)CC2)c(OC)c1OC	19.0%	-12.9%	-3.9%	0.8%	1.3%	-3.6%	3.7%	3.8%	0.5%
21	NNC(=O)c1cc2cc3ccccc3nc2s1	-15.6%	8.9%	-12.7%	0.1%	-53.4%	-0.6%	6.0%	4.3%	-2.6%
22	O=C(c1cccc(F)c1)N1CCN(C2CCCCC2)CC1	6.8%	6.8%	3.1%	0.2%	8.3%	-4.1%	6.9%	116µM*	-0.6%
23	O=C(Nc1cccc(Cl)c1)Nn1cnnc1	12.5%	-1.9%	13.7%	0.2%	-14.4%	1.7%	5.9%	-0.7%	1.1%
24	Clc1nssc1=Nc1ccc(Br)cc1	6.7%	9.1%	-72.6%	-0.2%	5.0%	7.3%	-3.7%	37.5µM*	2.7%
25	O=C(Nc1ccccc1C(=O)O)c1cccc(NS(=O)(=O)c2ccc(Br)cc2)c1	/	2.9%	-86.2%[20 µM]	-0.2%	/	6.8%	-8.1%	11.0%	52.7%
26	Cc1ncc(CO)c(/C=N/NC(=O)c2ccccc2Br)c1O	3.1%	-1.9%	-10.5%	-0.2%	7.1%	0.0%	4.2%	8.5%	3.0%
27	NC(=O)N/N=C1\CCS(=O)(=O)c2ccc(F)cc21	3.9%	4.3%	-0.4%	0.4%	-4.1%	7.8%	2.7%	0.6%	0.9%
28	Cc1cc(NS(=O)(=O)c2ccc(NC(=S)NC(=O)/C=C/c3ccccc3)cc2)no1	-10.5%	7.3%	-17.1%	0.0%	-0.5%	-2.0%	-0.3%	10.5%	61.6%
29	COc1ccc(NC(=O)Nc2ccc(F)c(F)c2)c(OC)c1	-1.4%	6.5%	-17.0%	0.4%	-25.3%	-6.8%	3.6%	12.5%	0.6%
30	CSCC[C@H](NC(=O)c1ccc(Cl)c([N+](=O)[O-])c1)c1nc2ccccc2[nH]1	-8.2%	2.8%	13.7%	0.1%	-24.3%	-2.4%	2.1%	6.6%	-2.0%
31	O=C(Cc1ccc(-n2c(=O)[nH]c3ccccc3c2=O)cc1)N1CCN(c2ccccc2)CC1	-66.3%	8.8%	4.9%	0.8%	-33.0%	-3.6%	9.4%	4.9%	-2.0%
32	O=C(OCCOCCN=C1NS(=O)(=O)c2ccccc21)c1ccncc1	11.3%	9.4%	-12.7%	0.9%	-7.6%	-0.3%	13.2%	12.2%	2.0%
33	COc1cc(OC)cc(C(=O)Nc2cccc(NC(C)=O)c2)c1	-8.6%	-3.4%	-36.5%	1.0%	-3.5%	0.2%	-10.8%	13.6%	0.0%
34	COc1cccc(CNC(=O)CCC2CCCN(C(=O)c3cc4ccccc4o3)C2)c1 (stereo not drawn)	-56.5%	4.9%	2.4%	-0.3%	-42.7%	-2.6%	10.0%	8.0%	-0.6%
35	COc1cc(OC)cc(C(=O)NCCOc2ccccc2)c1	-34.0%	4.2%	41.2%	-0.1%	-38.4%	1.7%	1.4%	3.5%	-1.9%
36	NS(=O)(=O)c1cccnc1Nc1c(Cl)cccc1Cl	1.1%	3.5%	8.6%	-0.2%	-3.4%	-2.3%	6.9%	6.2%	-1.1%
37	O=C(O)Cc1sc(Nc2ccc(F)cc2)nc1-c1cccs1	-20.7%	1.8%	-24.1%	-0.2%	-38.7%	-2.4%	15.1%	11.5%	30.0%
38	CCOC(=O)C1=C(N)Oc2c(oc(CO)cc2=O)C1c1ccc(F)cc1 (stereo not drawn)	-1.9%	5.8%	-2.9%	-0.2%	-4.8%	0.2%	10.9%	-3.5%	4.9%
39	CCn1c(COc2ccc(=O)n(-c3ccccc3)n2)nnc1SCc1cccc(OC)c1	-13.2%	5.0%	4.6%	-0.2%	-15.3%	-3.0%	-13.3%	4.3%	-0.2%
40	Cc1nn(-c2ccc(F)cc2)c2sc(C(=O)O)cc12	9.3%	11.5%	-21.4%	0.3%	-17.9%	4.0%	5.3%	6.5%	4.2%
41	Cc1noc2ncnc(N3CCN(c4ccc(F)cc4)CC3)c12	-0.5%	8.5%	1.9%	0.4%	-41.6%	0.6%	5.6%	4.4%	-0.3%
42	COc1ccc(/C=N/n2cnc3scc(-c4cccs4)c3c2=O)cc1OC	17.5%	-1.8%	-3.9%	-0.2%	-18.0%	0.1%	15.3%	-9.5%	0.0%
43	Cc1cc(=O)n2nc(N3CCCC(C(=O)NCc4ccc(Cl)cc4)C3)sc2n1 (stereo not drawn)	11.7%	7.9%	-23.9%	0.0%	-17.2%	-1.9%	-3.4%	7.8%	-0.6%
44	CCCC[N+](C)(C)CCC(=O)NC(C)(C)CS(=O)(=O)[O-]	9.1%	11.8%	12.4%	0.0%	4.6%	-5.4%	-0.9%	-0.3%	-2.3%
45	Cc1cc(C)cc(N(CC(=O)N2CCCC2)S(C)(=O)=O)c1	-1.1%	2.6%	-24.9%[20 µM]	0.2%	6.5%	1.0%	-0.3%	0.3%	1.1%
46	Cn1c(=O)c2c(ncn2CC(=O)OCc2ccccc2)n(C)c1=O	-2.3%	2.4%	21.2%	-1.0%	-19.0%	/	6.5%	7.1%	-0.1%
47	CCN(CC)C(=O)Cn1cc(C(=O)C(=O)NCCCN2CCOCC2)c2ccccc21	4.0%	19.2%	-3.0%	0.0%	-25.3%	0.6%	13.4%	10.4%	-1.7%
48	Fc1ccccc1NC(=S)NCc1ccccc1	13.2%	22.6%	8.1%	-0.1%	-21.4%	-2.5%	6.1%	6.2%	1.2%
49	CC(C)CC(=O)N1CCN(Cc2ccc(C(F)(F)F)cc2)CC1	-5.3%	-2.6%	-4.2%	0.4%	58.8%	-1.8%	-8.5%	13.0%	0.6%
50	CNCc1sccc1C	11.2%	5.1%	-20.9%	-0.1%	-13.6%	6.0%	-2.1%	-0.9%	-1.1%
51	CCCSc1nc(NCc2ccco2)c2c3c(sc2n1)COC(C)(CC)C3 (stereo not drawn)	-1.0%	4.2%	20.3%	0.5%	43.8%	0.8%	5.1%	5.1%	6.4%
52	O=C(c1ccco1)N1CCCC(N2CCN(c3cccc(C(F)(F)F)c3)CC2)C1 (stereo not drawn)	-15.7%	26.6%	51.9%	-0.1%	-24.4%	-2.2%	28.0%	0.1%	-0.5%

Grouped by structure, those above with bromine
no.	SMILES	NOD2 inhibition	Large T inhibition	KOR beta-arrestin-1	GPR55 activation	NOD1 NF-kB reporter	KOR beta-arrestin-2	GPR55 antagonists	Rac1 GTP hydrolysis	HIV fusion peptide
24	Clc1nssc1=Nc1ccc(Br)cc1	6.7%	9.1%	-72.6%	-0.2%	5.0%	7.3%	-3.7%	37.5µM*	2.7%
25	O=C(Nc1ccccc1C(=O)O)c1cccc(NS(=O)(=O)c2ccc(Br)cc2)c1	/	2.9%	-86.2%[20 µM]	-0.2%	/	6.8%	-8.1%	11.0%	52.7%
26	Cc1ncc(CO)c(/C=N/NC(=O)c2ccccc2Br)c1O	3.1%	-1.9%	-10.5%	-0.2%	7.1%	0.0%	4.2%	8.5%	3.0%

Compound activity from PubChem BioAssay.
